Screening data deposited in PubChem by Broad Institute.
EWS-Fli inh: EWS/Fli-driven NR0B1 reporter inhibitors, primary screen, A673 cells, NR0B1 luciferase, luminescence, MLPCN library | viability-normalised | inhibition, % at 12.6 µM | hit rate 0.67% among 350,000;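 active = mean inhibition of at least 50% after viability correction, with every replicate also passing that limit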;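 note: firefly luciferase signal divided by Alamar Blue viability fluorescence both relative to DMSO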
FN deposit inh: inhibitors of fibronectin matrix deposition, primary screen, AH1F cells, Alexa488-fibronectin fluorescence, plate reader; AH1F fibroblasts, overnight; inhibition, % at 12.6 µM; hit rate 0.086% among 350,000;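 active = mean inhibition across replicates of 30% or more, regardless of how many single replicates reach that level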;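 note: positive control wells lacked labelled fibronectin entirely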
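Schedule: 1 h cell adhesion before compound, then overnight fibronectin incubation; test system: AH1F fibroblast monolayer depositing Alexa488-labelled fibronectin into matrix; quantity: 10000 AH1F cells per well; probe or stimulus: fluorescent fibronectin at 24 nM final; signal: fluorescence, ex 485 nm, em 525 nm; evaluation: percent inhibition as loss of matrix-bound fibronectin fluorescence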
S100A4 MyoIIA: inhibitors of S100A4-myosin IIA peptide binding, primary screen, biochemical, fluorescence polarization, TAMRA-MyoIIA peptide. inhibition, % at 10.7 µM. hit rate 0.14% among 360,000;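 active = mean inhibition of at least 70% across replicates, with every replicate also reaching that level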
Target sequence (P26447 whole entry, looked up): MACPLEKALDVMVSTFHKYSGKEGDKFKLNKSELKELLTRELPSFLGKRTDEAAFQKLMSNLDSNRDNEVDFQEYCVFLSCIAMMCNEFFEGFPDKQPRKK
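Material: S100A4 monomer (human). Medium: Calcium-containing HEPES buffer, pH 7.2. Probe or stimulus: labelled myosin peptide probe, 5 nM. Compound dosing: one concentration per compound. Timing: polarization read 5 min after assay mix addition, stable 5–60 min. Benchmarks: DMSO as neutral control, TFP as positive control.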
ERAP1 inh: human ERAP1 aminopeptidase inhibitors, primary screen, biochemical, single point, plate reader | Endoplasmic reticulum aminopeptidase 1 (Homo sapiens), Q9NZ08 | recombinant ERAP1, Leu-AMC fluorescence, 60 min | inhibition, % at 10.7 µM | hit rate 0.15% among 340,000;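 active = mean replicate inhibition of at least 30%, or all replicates individually reaching that 30% level; inactive = mean below 30% and not every replicate reaching it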;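 note: 0% = neutral control wells and 100% = L-leucinethiol positive control wells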
PAX8 reporter: inhibitors of PAX8-driven TPO luciferase reporter, primary screen, RMG-I cells, single concentration; SteadyGlo, 24 h; inhibition, % at 12.6 µM; hit rate 1.2% among 360,000; AID 652154, 2013;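 active = mean replicate inhibition at least 60% with every replicate also reaching 60%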;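 note: luciferase light reporting Pax8 driven TPO promoter activity; plate controls were median of neutral control wells for no effect and mitoxantrone controls for full effect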
PGC1a acetyl inh: inhibitors of PGC1a acetylation signal, primary screen, cell-based, U2OS, AlphaScreen, inhibitor mode. AlphaScreen anti-acetyl-lysine; with virally co-expressed GCN5 acetyltransferase. inhibition, % at 15.6 µM. hit rate 0.17% among 350,000. AID 651687, 2012;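 active = every replicate shows inhibition of at least 40%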;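 note: 0% = neutral control wells and 100% = positive control wells; some results beyond the cut were filed as inactive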
LGR2 inh: inhibitors of bursicon-induced LGR2 CRE-luciferase signal, primary screen, cell-based, HEK293, CRE-luciferase reporter, bursicon stimulation; hit rate 0.35% among 380,000; Drosophila bursicon receptor LGR2 (rickets); bursicon-stimulated, 4 h; inhibition, % at 9.99 µM;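 active = drop in luminescence signal, shown as inhibition above about 50% in the replicate tests, limit read from the data, passing the limit was not always enough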;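 note: agonist challenge used bursicon conditioned medium at about half maximal strength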
PglD inh: C. jejuni PglD acetyltransferase inhibitors, primary screen, biochemical, DTNB colorimetric, single point. hit rate 0.098% among 360,000. purified PglD enzyme, DTNB colorimetric CoA detection. UDP-N-acetylbacillosamine N-acetyltransferase PglD (Campylobacter jejuni). inhibition, % at 12.5 µM; in the data active = inhibition above about 16%, passing the limit was not always enough; note: strong numbers were not always called active
The depositor's hits bear a star; nt = no result given.

SMILES | EWS-Fli inh | FN deposit inh | S100A4 MyoIIA | ERAP1 inh | PAX8 reporter | PGC1a acetyl inh | LGR2 inh | PglD inh
C[C@@H]1CN([C@@H](C)CO)C(=O)c2cc(-c3cccc(F)c3)cnc2O[C@@H]1CN(C)C(=O)C1CCC1 | -5 | 3 | 3 | -2 | 4 | -5 | 7 | -2
CCOc1ccc(C(=O)C2CCN(CC(=O)Nc3nccs3)CC2)cc1 | 16 | 0 | 4 | 1 | 17 | nt | -1 | 6
O=[N+]([O-])c1cccc(CSc2nnc(Cc3ccccc3)n2-c2ccc(F)cc2)c1 | -21 | -5 | -3 | 0 | 15 | nt | -1 | nt
CC(C)=CC(=O)OCC(=O)Nc1ccc(SC(F)F)cc1 | 12 | 9 | -2 | 8 | 20 | 1 | nt | nt
S=C(NN=C1CCN(Cc2ccccc2)CC1)NC1CCCCC1 | 7 | -1 | -2 | 6 | -8 | -4 | 6 | -1
COc1ccccc1S(=O)(=O)N[C@H]1CC[C@H](CCNC(=O)C2CCC2)O[C@@H]1CO | 10 | nt | -8 | 4 | -8 | 1 | 8 | -3
CCCCN1C(=O)C(CC(=O)NC(c2ccccc2)c2ccccc2)CC(C(=O)N(CC)CC)=C1C (centres undefined) | -9 | -2 | 1 | 13 | -1 | -19 | -6 | 3
Oc1cccc(/C=N/Nc2ccc(Cl)nn2)c1O | 1 | 24 | -5 | -2 | 24 | 36 | -33 | -1
Cc1ccc(S(=O)(=O)Nc2ccc3c(c2)CC(=O)N([C@@H](C)CO)C[C@H](C)[C@@H](CN(C)C(=O)Nc2c(C)noc2C)O3)cc1 | -10 | nt | 26 | 0 | -23 | 4 | -17 | -8
O=C(NC[C@H]1N[C@H](CO)[C@@H]1c1ccc(-c2cncnc2)cc1)c1ccccc1F | 2 | -5 | -13 | -1 | nt | nt | 16 | nt
CCCCCCSc1nsc(N)n1 | nt | 0 | nt | nt | -100 | -4 | nt | 6
Cc1cccc(NC(=O)c2ccc3[nH]c(=O)c(=O)[nH]c3c2)n1 | nt | -10 | -4 | 0 | -6 | 4 | 1 | 5
Cc1nc(Cl)sc1C(=O)Nc1ccc(C(F)(F)F)cc1 | -2 | 3 | -2 | 0 | 0 | 11 | -11 | 6
O=C(CCc1nnc2ccc(NCc3ccco3)nn12)Nc1ccccc1F | 3 | 1 | -3 | 0 | -8 | -2 | 1 | 5
COc1ccc(CC(C(=O)Nc2cccc(F)c2)c2nn[nH]n2)c(OC)c1 (centres undefined) | nt | 6 | nt | nt | -5 | -1 | nt | -6
CCCC#Cc1ccc2c(c1)O[C@H](CN(C)C(=O)C1CCC1)[C@H](C)CN([C@@H](C)CO)S2(=O)=O | 12 | 1 | 12 | 2 | nt | 3 | 11 | -3
CCSc1ccccc1C(=O)Nc1nncs1 | nt | -13 | nt | nt | -4 | 2 | nt | 2
Cc1cc(NC(=O)c2ccc(C)s2)n(-c2ccccc2)n1 | nt | 4 | nt | nt | -10 | 8 | nt | -1
C[C@@H]1CN([C@H](C)CO)C(=O)c2cc(NC(=O)C3CC3)ccc2O[C@@H]1CN(C)S(=O)(=O)c1ccc(Cl)cc1 | 11 | 1 | -20 | 1 | nt | 8 | -4 | 0
C[C@@H]1CN([C@H](C)CO)C(=O)c2cc(NS(=O)(=O)c3cccs3)ccc2O[C@@H](C)CCCCO[C@@H]1CN(C)Cc1ccc(C(F)(F)F)cc1 | -1 | nt | -31 | 2 | 94* | -8 | -10 | -2
O=C(NCCCN1CCCC1=O)c1cc(-c2cccnc2)nc2ccc(Cl)cc12 | -1 | 9 | 9 | -6 | -3 | -2 | 10 | nt
O=C(c1ccc(Cl)nc1)N1CCN(S(=O)(=O)c2ccccc2)CC1 | 7 | -2 | 4 | 3 | 27 | -1 | 1 | 2
CC[C@@]12C(=O)N(c3cccc(Br)c3)C(=O)N1[C@H](c1ccc(Br)cc1)[C@@H]1C(=O)N(C(C)(C)C)C(=O)[C@@H]12 | 0 | -10 | 0 | nt | -6 | nt | 15 | 0
C[C@@H]1CCCCO[C@@H](CN(C)C(=O)Nc2ccc(C(F)(F)F)cc2)[C@@H](C)CN([C@H](C)CO)C(=O)c2cc(NC(=O)NC3CCCCC3)ccc2O1 | nt | 0 | -1 | 4 | 24 | 19 | -1 | nt
COc1ccc(-n2c(O)c(/C=N/NS(=O)(=O)c3ccc(C)c([N+](=O)[O-])c3)c3ccccc3c2=O)cc1OC | 4 | 15 | -27 | 1 | 12 | nt | -20 | nt
COc1ccc(C(=O)Nc2cc(-c3ccccc3)nn2-c2ccccc2F)cc1 | -57 | 1 | 2 | 1 | -2 | -15 | 2 | -3
Cc1ccc(NC(=O)c2cc(-c3cc(Cl)ccc3C)n[nH]2)cc1NS(C)(=O)=O | 19 | -11 | 0 | 9 | 40 | 11 | -28 | 1
CCOC(=O)C1CCN(C(=O)CCCNC(=O)Cn2cnc3sc(C)c(C)c3c2=O)CC1 | 4 | 0 | -1 | 0 | 5 | 6 | 12 | -3
Cc1noc(C)c1S(=O)(=O)Nc1ccc2c(c1)C(=O)N([C@H](C)CO)C[C@H](C)[C@H](CN(C)C(=O)Nc1ccccc1)OCCCC[C@@H](C)O2 | -18 | -12 | 1 | 1 | -19 | -6 | 7 | 14
COc1cccc(/C=C2\SC(=N)N(c3ccc(F)cc3)C2=O)c1 | -7 | 3 | 2 | 3 | -9 | nt | nt | -1
COc1cccc(CNC(=O)CN2C(=O)CSc3ccc(S(=O)(=O)N4CCCCC4)cc32)c1 | nt | 5 | -6 | -1 | 3 | nt | 9 | -2
CCO[C@H]1OC(C(=O)N2CCN(Cc3ccc4c(c3)OCO4)CC2)=C[C@@H](C)[C@@H]1CCCO | -4 | -6 | -9 | -2 | 7 | -1 | -2 | -5
COc1ccc(C(=O)NNS(=O)(=O)c2ccccc2)cc1OC | 18 | 4 | -2 | 0 | 21 | 12 | -1 | 0
COCCN(C(=S)Nc1ccccc1OC)C(C)c1cccs1 (centres undefined) | 3 | 1 | 2 | -1 | -5 | nt | -1 | 1
COC(=O)C[C@H]1CC[C@H](NC(=O)c2ccccc2)[C@H](CO)O1 | 1 | 9 | -15 | -1 | 2 | -3 | 0 | -1
Cc1cc(/C=N/NC(N)=S)c(C)n1-c1ccc(Br)cc1 | 16 | 2 | -1 | 16 | 27 | 4 | 16 | nt
Oc1ccc(C[C@H]2CN([C@@H](Cc3ccc(O)cc3)CN3CCC[C@@H]3CN3C(=S)NC[C@@H]3Cc3ccccc3)C(=S)N2CC2CCCCCC2)cc1 | 34 | -6 | 0 | 1 | 89* | -8 | 8 | 3
COCCNC(=O)c1cccc(NC(=O)C2=C(C)OCCS2)c1 | -1 | 0 | 2 | -1 | 14 | -6 | -18 | 2
COCC(=O)N[C@@H]1C[C@@H]2O[C@@H](CO)CC[C@@H]2O[C@@H]1CCc1ccc(-c2ccccc2)cc1 | -4 | nt | -5 | 6 | nt | 3 | nt | nt
O=C(NCc1ccc2c(c1)OCO2)c1ccc(CN2CCOCC2)cc1 | nt | 7 | nt | nt | nt | 2 | -2 | 2
Cc1ccc(-n2nc3c(c2NC(=O)C(C)C)CS(=O)(=O)C3)c(C)c1 | 8 | 1 | 3 | -1 | 6 | 0 | 7 | 0
CCOc1ccccc1-n1c(SCC(=O)Nc2ccccc2C(=O)O)nc2ccccc2c1=O | 13 | -6 | -2 | 1 | -81 | nt | 40 | 3
O=C1C2CCCN2C(c2ccco2)N1c1ccc(F)cc1 (centres undefined) | 2 | nt | -17 | 3 | 12 | 3 | -14 | nt
CCCc1cn(CC[C@@H]2CC[C@@H](NC(=O)Cc3cccnc3)[C@H](CO)O2)nn1 | 2 | 3 | 15 | 1 | -17 | 11 | -3 | 1
C/C(=N\O)C(=O)NCCCn1ccnc1 | -3 | 0 | 8 | -3 | -2 | nt | -6 | nt
CC1(C)CC(NC(=O)c2cccc([N+](=O)[O-])c2)CC(C)(C)N1 | 6 | 0 | 18 | -3 | 3 | 1 | nt | -2
Cc1ccc(CCNC(=O)CS(=O)Cc2nc(-c3cccs3)oc2C)cc1 (centres undefined) | 1 | -6 | -20 | -2 | 20 | 0 | 9 | nt
Cc1noc(C)c1NC(=O)N(C)C[C@@H]1Oc2c(cccc2N(C)C)C(=O)N([C@@H](C)CO)C[C@@H]1C | 2 | -3 | 20 | 1 | -4 | 4 | -24 | 0
O=C(COC(=O)Cc1ccc(Br)cc1)NCc1ccc2c(c1)OCO2 | -1 | -3 | 0 | 0 | -8 | 1 | 16 | -4
CCS(=O)(=O)N1CC(=O)N2[C@@H](CO)[C@H](c3ccc(-c4ccccc4F)cc3)[C@@H]2C1 | 4 | nt | -3 | 5 | -18 | 2 | 13 | nt
COc1ccc(OC)c(-n2c(=S)[nH]c3cc(C(=O)N4CCCCC4)ccc3c2=O)c1 | -2 | nt | -5 | -4 | -7 | -4 | -13 | -3
O=C(CCCN1C(=O)c2cccc3cccc(c23)C1=O)NCCN1CCOCC1 | -9 | 0 | 6 | nt | 20 | nt | -2 | nt
COC(=O)c1sccc1NC(=S)Nc1ccc(OC)cc1 | 1 | 7 | 2 | 1 | -1 | nt | -17 | nt
O=S(=O)(c1ccc(S(=O)(=O)N2CCOCC2)cc1)N1CCCC1 | -4 | 16 | -3 | 2 | 2 | 11 | 33 | nt
O=C(COC(=O)COc1cccc(Br)c1)Nc1ccc(F)cc1F | 1 | 4 | 7 | -7 | 11 | 9 | 1 | nt
COc1cc([N+](=O)[O-])ccc1N=Nc1c(N)[nH]n(-c2ccccc2)c1=O | -11 | -3 | 7 | -11 | 14 | -3 | -5 | nt
